Source: PubChem
DRD3 agonist – agonists of human D3 dopamine receptor; max activation, %; 410,000 tested, 0.58% active; D3R DiscoveRx beta-arrestin cells, luminescence, 90 min; P35462; in the data active means max activation above about 30%; further: 0% is about no effect; mostly tested at two doses, the higher about 12 µM
Target sequence (P35462 whole entry, looked up): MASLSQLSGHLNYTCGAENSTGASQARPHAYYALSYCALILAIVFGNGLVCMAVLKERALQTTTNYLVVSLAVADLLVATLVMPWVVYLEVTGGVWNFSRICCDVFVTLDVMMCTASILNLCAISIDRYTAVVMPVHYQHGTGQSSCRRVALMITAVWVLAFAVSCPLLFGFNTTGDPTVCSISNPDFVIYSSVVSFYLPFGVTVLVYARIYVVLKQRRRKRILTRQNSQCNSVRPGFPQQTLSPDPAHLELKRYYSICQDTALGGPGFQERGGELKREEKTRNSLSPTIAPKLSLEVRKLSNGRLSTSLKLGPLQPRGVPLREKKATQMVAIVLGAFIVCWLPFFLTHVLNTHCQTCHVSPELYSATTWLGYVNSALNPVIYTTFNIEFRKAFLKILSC
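Cells at 1500/well, incubated overnight, then treated with pinned compounds (dopamine as control) for 90 min at 37 degrees C. DiscoveRx reagent added for 30 - 60 minutes at room temperature; luminescence read.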
KB-3-1 tox – kills parental KB-3-1 adenocarcinoma cells. KB-3-1 viability, CellTiter-Glo ATP luminescence, 72 h. Potency, µM (top dose mostly 46.1 µM), inactives show top-dose activity change, negative = cytotoxic, actives largely listed as cytotoxic. 400,000 tested, 1.4% active; further: potency means the concentration at half of the fitted maximal effect; on the % scale 0 is the no-effect control and ±100 the full control effect; nearly all actives have a fitted effect of over 60% in size
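Multi-concentration cytotoxicity screen in KB-3-1 cells grown in DMEM lacking phenol red with 10% FBS. After 72 h at 37 °C with compound, ATP-dependent luminescence was recorded.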
SW480 rereplic – induces DNA re-replication in SW480 colon adenocarcinoma cells; SW480 DNA re-replication, Hoechst DNA content imaging, 48 h; Potency, µM (top dose mostly 46.1 µM), without a hit: at the highest dose re-replication activation, hits mostly activators; 340,000 tested, 1.8% active; further: potency means the concentration at half of the fitted maximal effect; % of control where 0% means no effect; nearly all actives have a fitted effect of over 55% in size
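First, 250 cells per well were seeded. Next, compound or vehicle (23 nL) was pinned in, plates sat 48 hr at 37 C. Finally Hoechst was added for 40 min before fluorescence scanning.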
IL1B secr inh – inhibitors of inflammasome signaling (IL-1 beta secretion). THP-1 LPS/ATP IL-1B secretion, AlphaLISA, 16 h; active compounds read low. activity change, % at 57.5 µM. 360,000 tested, 4.7% active; in the data active means activity change below about -50%; inconclusive means mostly about -30% to -49%; further: on the % scale 0 is the no-effect control and ±100 the full control effect
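THP-1 cells pretreated 1 hr with compounds (up to 57.5 uM final), then stimulated with LPS (250 ng/mL final) plus ATP (1.25 mM final); secreted IL-1B measured by AlphaLISA after 16 hr, decreased signal indicating inhibition.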
DRD3 antagonist – antagonists of human D3 dopamine receptor. P35462. D3R cells, DiscoveRx beta-arrestin luminescence, antagonist mode; active compounds read low. max response, negative = inhibition, %. 360,000 tested, 2.5% active; in the data active means max response below about -50%; inconclusive means no clear call, values can overlap the other calls; further: on the % scale 0 is the no-effect control and ±100 the full control effect; mostly tested at two doses, the higher about 12 µM
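Cells expressing the human receptor were seeded at 1500 cells/well, incubated overnight at 37 degrees C in 5% CO2, then exposed to library compounds with dopamine controls for 90 minutes at 37 degrees C before luminescent detection.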
HT1080-NT tox – kills 2HG-producing HT-1080-NT fibrosarcoma cells. HT-1080-NT fibrosarcoma viability, CellTiter-Glo ATP luminescence, 48 h. Potency, µM (titrated, usually from 46.1 µM), for inactives: at the top dose activity, negative = less viability, most hits filed as cytotoxic. 360,000 tested, 1.6% active. AID 686970;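 further: NT is the 2HG producing partner of a matched IDH1 knockdown line; potency means the concentration at half of the fitted maximal effect; 0% = DMSO-treated cells and -100% = media-only wells without cells; nearly all actives have a fitted effect of over 55% in size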
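Fibrosarcoma NT cells, 750 per well in 5% FBS RPMI, were exposed to compound for 48 hours. Viability: CellTiter-Glo luminescence.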
KB-V1 cytotox – KB-V1 MDR subline cytotoxicity | KB-V1 MDR cells viability, CellTiter-Glo, 72 h | Potency, µM (titrated, usually from 46.1 µM), inactives show at the highest dose activity change, negative = cytotoxicity, actives largely listed as cytotoxic | 400,000 tested, 3.4% active; further: potency means the concentration at half of the fitted maximal effect; on the % scale 0 is the no-effect control and ±100 the full control effect; nearly all actives have a fitted effect of over 60% in size
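Compound-treated KB-V1 multidrug-resistant cells, 72 h, 37 degrees C; viability by CellTiter-Glo. Fitted qHTS curves give the values.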
GLP1R ag – agonists of human GLP-1 receptor; P43220; HEK293 GLP-1R CRE-luciferase, luminescence, 4-6 h; cells express a hypersensitive GLP-1R form; 380,000 tested, 0.007% active; Potency, µM (highest dose often 45.6 µM), for the others: at the highest dose activation, most hits filed as activators; further: potency means the concentration at half of the fitted maximal effect; % of control where 0% means no effect
Target sequence (P43220 whole entry, looked up): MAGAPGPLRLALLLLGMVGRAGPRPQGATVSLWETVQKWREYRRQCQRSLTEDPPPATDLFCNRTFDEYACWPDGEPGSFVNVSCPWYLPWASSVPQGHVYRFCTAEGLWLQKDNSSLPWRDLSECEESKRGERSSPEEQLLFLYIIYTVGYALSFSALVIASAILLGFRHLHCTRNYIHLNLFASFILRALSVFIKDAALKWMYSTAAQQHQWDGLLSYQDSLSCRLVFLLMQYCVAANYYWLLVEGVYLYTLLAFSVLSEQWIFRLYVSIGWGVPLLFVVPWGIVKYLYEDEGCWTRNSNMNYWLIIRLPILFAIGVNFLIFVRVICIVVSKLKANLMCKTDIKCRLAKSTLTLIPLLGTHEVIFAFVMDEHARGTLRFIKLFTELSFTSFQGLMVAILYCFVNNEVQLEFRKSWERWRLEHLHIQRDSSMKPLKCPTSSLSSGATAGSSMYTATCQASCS
HT1080 IDH1KD tx – HT-1080 IDH1 knockdown cell toxicity (counter line). HT-1080 IDH1 knockdown viability, ATP luminescence, 48 h. Potency, µM (series often up to 46.1 µM), for inactives: at the top dose activity, negative = toxicity, most hits filed as cytotoxic. 360,000 tested, 2% active. AID 686971;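 further: potency means the concentration at half of the fitted maximal effect; 0% = DMSO wells and -100% = cell-free medium wells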
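Using the IDH1-knockdown HT-1080 line run in the same batch and compound series as the NT line, viability after 48 h at 37 °C was determined by CellTiter-Glo luminescence and expressed as % activity.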
* hit, by the source's call; [ ] = dose if it differs, or a comment. Unless noted, the call rests on the fitted dose curve; in most records, active means well fitted curve in the direction sought with a large enough effect; inconclusive means small, poorly fitted or top-dose-only effect, or another doubt; inactive means no such curve, though single readings can be large; an effect the other way counts as inactive or inconclusive.

For O=C(C1CCN(S(=O)(=O)c2ccccc2)CC1)N(CCc1ccccc1)Cc1ccco1 the results were DRD3 agonist -2, KB-3-1 tox -15%, SW480 rereplic -16%, IL1B secr inh -4, DRD3 antagonist -19, HT1080-NT tox -12%, KB-V1 cytotox inconclusive, GLP1R ag 0% and HT1080 IDH1KD tx -25%.
`COc1ccc(CNCCS(=O)(=O)NCc2ccccc2)cc1` gave DRD3 agonist 1, KB-3-1 tox 18%, SW480 rereplic -37%[inhibitor], IL1B secr inh -10, DRD3 antagonist 10, HT1080-NT tox 9%, KB-V1 cytotox inconclusive, GLP1R ag 15% and HT1080 IDH1KD tx 5%.
Screening C/C(=N\Nc1nc2ccccc2[nH]1)c1ccc2c(c1)OCCO2 returned DRD3 agonist -2, KB-3-1 tox inconclusive, SW480 rereplic 11%, IL1B secr inh -54*, DRD3 antagonist 14, HT1080-NT tox -28%, KB-V1 cytotox inconclusive, GLP1R ag 7% and HT1080 IDH1KD tx inconclusive.
For Cc1ccc(C)c(OCc2cc(C(=O)N3CCc4sccc4C3)no2)c1 the results were DRD3 agonist 12, KB-3-1 tox -6%, SW480 rereplic -4%, IL1B secr inh inconclusive, DRD3 antagonist 12, HT1080-NT tox 8%, KB-V1 cytotox inconclusive, GLP1R ag -13% and HT1080 IDH1KD tx 14%.
Cc1nn(CC(=O)Nc2ccc(N3CCOCC3)cc2)c(C)c1[N+](=O)[O-] was read as DRD3 agonist -1, KB-3-1 tox -14%, SW480 rereplic -3%, IL1B secr inh 22, DRD3 antagonist 1, HT1080-NT tox -1%, KB-V1 cytotox 41%, GLP1R ag -3% and HT1080 IDH1KD tx 1%.
For COc1cccc(-c2csc3nc[nH]c(=O)c23)c1 the results were DRD3 agonist 6, KB-3-1 tox 10%, SW480 rereplic -3%, IL1B secr inh 0, DRD3 antagonist 1, HT1080-NT tox -2%, KB-V1 cytotox 1%, GLP1R ag 15% and HT1080 IDH1KD tx -7%.
For CCOC(=O)C1CCCCN1Cc1cn(C)nc1-c1ccccc1F (stereo not drawn) the results were DRD3 agonist -1, KB-3-1 tox -4%, SW480 rereplic -2%, IL1B secr inh inconclusive, DRD3 antagonist 8, HT1080-NT tox 6%, KB-V1 cytotox -11%, GLP1R ag 3% and HT1080 IDH1KD tx 0%.
COCCNC(=O)c1cc2sc3ccccc3c2s1 was read as DRD3 agonist -10, KB-3-1 tox 24%, SW480 rereplic -5%, IL1B secr inh 12, DRD3 antagonist -15, HT1080-NT tox -3%, KB-V1 cytotox -10%, GLP1R ag 1% and HT1080 IDH1KD tx -4%.
`O=C(c1cccc(C(=O)N2CCc3ccccc32)n1)N1CCc2ccccc21` gave DRD3 agonist -4, KB-3-1 tox -6%, SW480 rereplic -6%, IL1B secr inh 4, DRD3 antagonist 18, HT1080-NT tox -8%, KB-V1 cytotox 11%, GLP1R ag -3% and HT1080 IDH1KD tx -13%.
For COc1ccc2c(c1)CCNC2Cc1ccc(OC)c(O)c1 (stereo not drawn) the results were KB-3-1 tox 9%, SW480 rereplic -16%, KB-V1 cytotox -11% and GLP1R ag 10%.
Screening O=C(Cn1nc(Cc2cccnc2)c2ccccc2c1=O)Nc1cc(F)ccc1F returned DRD3 agonist 11, KB-3-1 tox 8%, SW480 rereplic -3%, IL1B secr inh 0, DRD3 antagonist 14, HT1080-NT tox 5%, KB-V1 cytotox -2%, GLP1R ag 6% and HT1080 IDH1KD tx 7%.
Cc1ccc(C(O)c2ncc(-c3ccc(Cl)cc3)[nH]2)c(C)c1 (stereo not drawn) was read as DRD3 agonist 3, KB-3-1 tox 0%, IL1B secr inh 8, DRD3 antagonist 22, HT1080-NT tox inconclusive, KB-V1 cytotox -1%, GLP1R ag 3% and HT1080 IDH1KD tx inconclusive.
`Cc1ccc(S(=O)(=O)NC(CC(C)C)C(=O)Nc2ccncc2)cc1` (stereo not drawn) gave DRD3 agonist 7, KB-3-1 tox -1%, SW480 rereplic -1%, IL1B secr inh 7, DRD3 antagonist -9, HT1080-NT tox -9%, KB-V1 cytotox inconclusive, GLP1R ag 3% and HT1080 IDH1KD tx -15%.
`C/C(Cn1nc([N+](=O)[O-])cc1C)=N\NC(=O)COc1ccc(Cl)cc1Cl` gave DRD3 agonist 1, KB-3-1 tox 14%, SW480 rereplic -6%, IL1B secr inh inconclusive, DRD3 antagonist 6, HT1080-NT tox 8%, KB-V1 cytotox -5%, GLP1R ag -3% and HT1080 IDH1KD tx -3%.
Screening Cc1ccc(NC(=O)c2ccn(C(=O)Nc3ccccc3)n2)c(C)c1 returned DRD3 agonist 4, KB-3-1 tox inconclusive, SW480 rereplic -1%, IL1B secr inh 0, DRD3 antagonist 10, HT1080-NT tox 9%, KB-V1 cytotox -7%, GLP1R ag 7% and HT1080 IDH1KD tx 9%.
`O=C(NC(Cc1ccccc1)C(=O)O)c1ccc(S(=O)(=O)N2CCCC2)cc1` (stereo not drawn) gave DRD3 agonist -7, KB-3-1 tox inconclusive, SW480 rereplic 6%, IL1B secr inh 44, DRD3 antagonist -13, HT1080-NT tox -1%, KB-V1 cytotox -17%, GLP1R ag -1% and HT1080 IDH1KD tx 8%.
COc1ccc(S(=O)(=O)N2CCc3ccccc32)cc1C(=O)N1CCN(C=O)CC1 was read as DRD3 agonist 5, KB-3-1 tox 2%, SW480 rereplic -22%, IL1B secr inh 22, DRD3 antagonist -4, HT1080-NT tox -7%, KB-V1 cytotox -7%, GLP1R ag -2% and HT1080 IDH1KD tx -6%.
For O=C(NCc1ccccc1)Nc1nnc([C@@H]2C[C@H](O)[C@@H](CO)O2)s1 the results were DRD3 agonist -3, KB-3-1 tox 0%, IL1B secr inh -4, DRD3 antagonist 0, HT1080-NT tox inconclusive, KB-V1 cytotox 1%, GLP1R ag -1% and HT1080 IDH1KD tx 25%.
`Cc1ccc(-c2cc(C(=O)N3CCN(C(=O)c4ccco4)CC3)[nH]n2)cc1C` gave DRD3 agonist -6, KB-3-1 tox 0%, SW480 rereplic 27%, IL1B secr inh inconclusive, DRD3 antagonist -9, HT1080-NT tox -2%, KB-V1 cytotox -23%, GLP1R ag 6% and HT1080 IDH1KD tx 1%.
For CC1CCCC(CC(N)=O)CC1 (stereo not drawn) the results were DRD3 agonist 2, KB-3-1 tox -15%, SW480 rereplic -3%, IL1B secr inh -1, DRD3 antagonist -2, HT1080-NT tox -3%, KB-V1 cytotox 0%, GLP1R ag -4% and HT1080 IDH1KD tx 10%.

Next section; the last 3 above are carried over.
For O=C(NCc1ccccc1)Nc1nnc([C@@H]2C[C@H](O)[C@@H](CO)O2)s1 the results were DRD3 agonist -3, KB-3-1 tox 0%, IL1B secr inh -4, DRD3 antagonist 0, HT1080-NT tox inconclusive, KB-V1 cytotox 1%, GLP1R ag -1% and HT1080 IDH1KD tx 25%.
`Cc1ccc(-c2cc(C(=O)N3CCN(C(=O)c4ccco4)CC3)[nH]n2)cc1C` gave DRD3 agonist -6, KB-3-1 tox 0%, SW480 rereplic 27%, IL1B secr inh inconclusive, DRD3 antagonist -9, HT1080-NT tox -2%, KB-V1 cytotox -23%, GLP1R ag 6% and HT1080 IDH1KD tx 1%.
For CC1CCCC(CC(N)=O)CC1 (stereo not drawn) the results were DRD3 agonist 2, KB-3-1 tox -15%, SW480 rereplic -3%, IL1B secr inh -1, DRD3 antagonist -2, HT1080-NT tox -3%, KB-V1 cytotox 0%, GLP1R ag -4% and HT1080 IDH1KD tx 10%.
For Cc1ccc(C(=O)c2ncc[nH]2)cc1 the results were DRD3 agonist 4, KB-3-1 tox 8%, SW480 rereplic -1%, IL1B secr inh 4, DRD3 antagonist 9, HT1080-NT tox 0%, KB-V1 cytotox -3%, GLP1R ag 9% and HT1080 IDH1KD tx 22%.
O=C(NCCS(=O)(=O)NCc1ccco1)c1ccccc1 was read as DRD3 agonist -7, KB-3-1 tox 0%, SW480 rereplic -1%, IL1B secr inh 12, DRD3 antagonist -19, HT1080-NT tox -10%, KB-V1 cytotox 0%, GLP1R ag 11% and HT1080 IDH1KD tx 6%.
For Cc1c(CC(=O)N2CCC(C(=O)O)CC2)c(=O)oc2cc3c(cc12)CCC1(CCCCC1)O3 the results were DRD3 agonist -10, KB-3-1 tox 0%, SW480 rereplic 14%, IL1B secr inh 12, DRD3 antagonist 3, HT1080-NT tox -3%, KB-V1 cytotox 0%, GLP1R ag -3% and HT1080 IDH1KD tx -9%.
`O=[N+]([O-])c1ccc(O)c(C=Nc2cccc3ncccc23)c1` gave DRD3 agonist -13, KB-3-1 tox -14%, SW480 rereplic 0%, IL1B secr inh 6, DRD3 antagonist inconclusive, HT1080-NT tox -17%, KB-V1 cytotox -13%, GLP1R ag 6% and HT1080 IDH1KD tx -22%.
O=C(c1nc2ccccn2c1CN1CCCC(OCc2ccccc2)C1)N1CCCC1 (stereo not drawn) was read as DRD3 agonist 3, KB-3-1 tox inconclusive, SW480 rereplic 12%, IL1B secr inh 5, DRD3 antagonist 11, HT1080-NT tox 1%, KB-V1 cytotox 2%, GLP1R ag 15% and HT1080 IDH1KD tx -1%.
COc1ccc(N2C(=O)c3ccc(C(=O)Nc4ccccc4OC)cc3C2=O)cc1 was read as DRD3 agonist 3, KB-3-1 tox 14%, SW480 rereplic -12%, IL1B secr inh 0, DRD3 antagonist -4, HT1080-NT tox 0%, KB-V1 cytotox -4%, GLP1R ag -5% and HT1080 IDH1KD tx 0%.
`Cc1nonc1C(=O)N/N=C/c1cc2c(cc1Br)OCO2` gave DRD3 agonist -15, KB-3-1 tox 6%, SW480 rereplic 9%, IL1B secr inh -13, DRD3 antagonist -22, HT1080-NT tox 2%, KB-V1 cytotox inconclusive, GLP1R ag -3% and HT1080 IDH1KD tx -3%.
